# Screening data: PubChem BioAssay, several laboratories
# ABHD5-PLIN5 inh: blocks binding of human ABHD5 to perilipin-5; Split G. princeps luciferase complementation, luminescence, 4 h; inhibition, % at 4 µM; 360,000 compounds, 0.78% hits;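 active = inhibition above the mean inhibition across every tested compound plus 3 SD, cut at about 22% in these data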;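 also: 0% = DMSO only wells and the 100% control is not disclosed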
# m5-HT2A agonist: mouse HTR2A agonism via beta-arrestin recruitment; CHO-K1 mHTR2A beta-arrestin complementation, luminescence; percent of 30 µM serotonin response; P35363; activation, % at 7.6 µM; 360,000 compounds, 0.66% hits;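 active = activation above a run cutoff, the mean activation of all tested compounds plus 3 SD, cut at about 14% in these data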;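 also: 0% = plate median of compound wells and 100% = 30 µM serotonin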
# Target sequence (P35363 whole entry, looked up): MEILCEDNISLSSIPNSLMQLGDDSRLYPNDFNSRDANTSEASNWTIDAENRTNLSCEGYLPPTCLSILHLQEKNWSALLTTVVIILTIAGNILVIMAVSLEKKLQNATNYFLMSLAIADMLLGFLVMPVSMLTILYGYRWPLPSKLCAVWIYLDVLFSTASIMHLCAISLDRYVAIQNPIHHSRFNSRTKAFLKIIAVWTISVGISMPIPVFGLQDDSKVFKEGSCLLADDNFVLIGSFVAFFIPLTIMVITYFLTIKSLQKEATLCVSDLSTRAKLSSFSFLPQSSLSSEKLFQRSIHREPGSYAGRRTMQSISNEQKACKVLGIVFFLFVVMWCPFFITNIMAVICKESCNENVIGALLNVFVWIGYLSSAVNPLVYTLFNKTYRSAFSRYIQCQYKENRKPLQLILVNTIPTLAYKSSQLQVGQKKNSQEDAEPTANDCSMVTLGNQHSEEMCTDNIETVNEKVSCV
# Granule exo inh: blocks lytic granule exocytosis; inhibition, % at 10 µM; TALL-104 LAMP-1 surface exposure, flow cytometry; cells stimulated with thapsigargin and PMA; 360,000 compounds, 0.66% hits;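 active = inhibition above about 55%, limit read from the data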
# hiPSC survival: enhancers of human iPSC single-cell survival; hiPSC single-cell survival, ATPlite luminescence; 100% = ROCK inhibitor wells, 0% = DMSO; 360,000 compounds, 0.044% hits; AID 602274; survival enhancement, % at 20 µM; in the data active = survival enhancement above about 18%;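 also: cells exposed to compounds for 16 hours before the ATP read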
# H9c2 protect: myocardial damage modulation in H9c2 cells; H9c2 cardiomyocytes, H2O2 injury protection, ATPLite, 2 h; protection from H2O2 cell death, % at 20 µM; 360,000 compounds, 0.63% hits; AID 588492;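 active = compounds giving at least 50% protection of heart cells from peroxide-induced death in the single-dose screen, raw or plate-pattern-corrected value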;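 also: 0% = DMSO wells with peroxide and 100% = DMSO wells without peroxide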
# MC4R barr agon: agonists of human melanocortin 4 receptor (MC4R) beta-arrestin; AID 540308; U2OS MC4R beta-arrestin complementation, luminescence; percent of melanotan II response, DMSO zero; 360,000 compounds, 0.98% hits; activation, % at 8.9 µM;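 active = activation above a per-plate cutoff, the mean activation of sample wells on that plate plus 3 SD, cut at about 8% in these data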
# Target sequence (P32245 whole entry, looked up): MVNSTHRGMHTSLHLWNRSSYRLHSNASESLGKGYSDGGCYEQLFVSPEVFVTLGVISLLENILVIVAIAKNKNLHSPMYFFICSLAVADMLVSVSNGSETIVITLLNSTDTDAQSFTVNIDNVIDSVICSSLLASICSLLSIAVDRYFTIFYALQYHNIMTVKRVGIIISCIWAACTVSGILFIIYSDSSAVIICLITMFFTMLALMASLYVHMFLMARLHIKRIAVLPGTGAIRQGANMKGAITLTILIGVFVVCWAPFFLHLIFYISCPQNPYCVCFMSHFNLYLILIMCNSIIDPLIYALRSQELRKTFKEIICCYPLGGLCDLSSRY
# MC4R antag cAMP: blocks human MC4R cAMP signaling | P32245 | MC4R-expressing cells, MTII-stimulated cAMP, LANCE TR-FRET | inhibition, % at 6.5 µM | 360,000 compounds, 0.48% hits;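 active = inhibition above its plate's cutoff, the mean of tested wells on that plate plus 3 SD, cut at about 29% in these data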;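 also: 0% = Melanotan II alone and 100% = Melanotan II plus saturating MCL0020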
#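 System: U2OS cells stably expressing human melanocortin 4 receptor (MC4R). Reagent: Melanotan II challenge after compound preincubation. Doses: 6.5 µM. Times: 30-min compound, 1-h challenge, 1-h detection, room temperature. Measured by: TR-FRET with Eu-cAMP and labeled anti-cAMP, 671 nm. Replicates: singlicate.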
# Glyco luc inh: N-linked glycosylation inhibition | AID 588692 | reporter increase, % at 12.5 µM | 360,000 compounds, 0.23% hits | D54 ERlucT glycosylation luciferase reporter, 24 h; percent of 100 nM tunicamycin response;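 active = mean luciferase reporter signal, scaled so untreated is 0 and the glycosylation-blocking control 100, at or above a set limit in every replicate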;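 also: luciferase carries N-glycosylation sites so blocking glycosylation raises the light; 0% = median of neutral control wells and 100% = median of 100 nM tunicamycin wells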
# aDG glyco act: increases alpha dystroglycan glycosylation | Pro5-aDG cells, alpha-DG glycosylation AlphaScreen (IIH6); 0% Pro5, 100% B10-LARGE cell signal | activation, % at 10 µM | 360,000 compounds, 0.22% hits | AID 624168;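 active = activation of at least 8% versus controls, or a plate z-score of at least 8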;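 also: Pro5 are CHO cells carrying HIG-tagged alpha-DG that lacks glycosylation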
# ABCB6 inh 2: inhibitors of human ABC transporter ABCB6 | AID 602162 | 360,000 compounds, 0.19% hits | fluorescence ratio to DMSO, % at 10 µM | Q9NP58 | K562-ABCB6 porphyrin accumulation, flow cytometry, 1 h; active compounds read low;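 active = fluorescence ratio to DMSO below 75%, the collection mean minus 3 SD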;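 also: signal is porphyrin accumulated inside mitochondria; 100% equals median channel fluorescence of DMSO control wells; lower ratio means ABCB6 inhibition with less porphyrin fluorescence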
# The depositor's hits bear a star; · = not tested or not shown.
SMILES,ABHD5-PLIN5 inh,m5-HT2A agonist,Granule exo inh,hiPSC survival,H9c2 protect,MC4R barr agon,MC4R antag cAMP,Glyco luc inh,aDG glyco act,ABCB6 inh 2
Cc1ccc(N2C(=O)C3C(C2=O)C2C=CC3C23CC3)cc1 (stereo not drawn),-3,-4,1,1.3,-4,-2.4,2,0,0.0,94
Cn1c(SCC(=O)Nc2ccc3c(c2)OCCO3)nnc1-c1ccncc1,7,-5,-5,1.6,11,1.2,0,1,-0.1,96
COC(=O)c1c(NC(=O)CSc2ncnc3[nH]ncc23)sc2c1CCC2,-6,-3,0,-1.9,3,-0.3,3,-1,-0.4,101
C=CCCC(=O)Nc1nc(C)c(-c2csc(Nc3ccc(Cl)cc3)n2)s1,-8,2,12,-2.4,-4,1.2,17,-5,0.4,93
N#CCCn1cc(/C=N/NC(N)=S)c(-c2ccc(-c3ccccc3)cc2)n1,-3,-15,4,-1.0,20,-1.5,-5,0,0.2,81
CC(O)c1ccc(OCCN(C)c2ccccn2)cc1 (stereo not drawn),1,0,-4,-0.7,-4,1.0,0,-4,0.0,97
Cc1c(C(=O)NCCN2C(=O)S/C(=C\c3cccs3)C2=O)cccc1[N+](=O)[O-],1,0,-4,2.6,-7,-0.9,1,-1,-0.3,93
Cc1ccsc1C(=O)Nc1ccc(F)c([N+](=O)[O-])c1,-4,1,8,1.5,-8,-2.2,13,-4,2.7,97
CC(Oc1ccc(C#N)cc1)C(=O)Nc1ccc(-n2cnnn2)cc1 (stereo not drawn),-4,-3,0,-0.2,0,-1.8,-2,0,0.0,98
COc1ccccc1-c1ccc2c(c1)C(C)(Cc1cccc(F)c1)C(=O)N2 (stereo not drawn),-7,1,5,0.4,-10,-1.1,9,-7,0.4,91
Cc1cc(NC(=O)Cn2nc(C(=O)O)c3ccccc3c2=O)c([N+](=O)[O-])cc1C,-1,7,-4,0.0,30,-1.1,17,3,-0.1,105
CC1CCN(S(=O)(=O)c2ccc3c(c2)N(CC(=O)NCCCOC(C)C)C(=O)CS3)CC1,-2,-2,-1,2.7,1,-1.8,2,-1,0.0,96
CC(=O)N(c1ccccc1)c1nc(/C=C/C(=O)Nc2c(C)cc(C)cc2C)cs1,0,-1,3,0.6,0,3.0,11,2,0.0,89
Cc1cc(C(=O)COc2ccccc2[N+](=O)[O-])c(C)n1C1CC1,5,4,1,0.0,-1,1.3,12,-1,-0.2,92
CN(C)C(=O)C1CCC(=O)N1Cc1cccs1 (stereo not drawn),-1,-3,2,-1.9,3,-3.6,2,3,0.1,100
CC(=O)c1cccc(-c2cnc3c(NC=O)cc(-c4ccc(N5CCN(C)CC5)cc4)cn23)c1,10,-12,3,3.3,1,-0.5,-13,-3,-0.5,94
COCCNC(=O)c1cc(-c2ccccc2)n(Cc2cc(C)no2)n1,9,2,8,-0.3,2,-0.6,0,1,0.0,101
Cc1ccccc1OCCC(=O)OCC(=O)NC(=O)c1ccccc1,13,4,4,-0.4,9,-0.2,2,0,1.5,94
CCOC(=O)[C@H]1[C@H]2COc3ccc(OC)cc3[C@@H]2N2C(=O)CN(Cc3ccccc3)C(=O)[C@@]12C,-7,10,-1,-1.0,1,0.1,2,1,-0.3,101
C[C@H](CO)N1C[C@H](C)[C@@H](CN(C)C(=O)Nc2ccc(C(F)(F)F)cc2)Oc2c(NC(=O)Nc3ccc(C(F)(F)F)cc3)cccc2C1=O,-3,15*,-3,1.8,-12,-1.4,24,-5,0.8,101

# Rewritten tab-delimited: 6 of the compounds above.
smiles	ABHD5-PLIN5 inh	m5-HT2A agonist	Granule exo inh	hiPSC survival	H9c2 protect	MC4R barr agon	MC4R antag cAMP	Glyco luc inh	aDG glyco act	ABCB6 inh 2
Cc1ccc(N2C(=O)C3C(C2=O)C2C=CC3C23CC3)cc1 (stereo not drawn)	-3	-4	1	1.3	-4	-2.4	2	0	0.0	94
COC(=O)c1c(NC(=O)CSc2ncnc3[nH]ncc23)sc2c1CCC2	-6	-3	0	-1.9	3	-0.3	3	-1	-0.4	101
Cc1ccsc1C(=O)Nc1ccc(F)c([N+](=O)[O-])c1	-4	1	8	1.5	-8	-2.2	13	-4	2.7	97
CC(O)c1ccc(OCCN(C)c2ccccn2)cc1 (stereo not drawn)	1	0	-4	-0.7	-4	1.0	0	-4	0.0	97
Cc1cc(NC(=O)Cn2nc(C(=O)O)c3ccccc3c2=O)c([N+](=O)[O-])cc1C	-1	7	-4	0.0	30	-1.1	17	3	-0.1	105
CC(=O)c1cccc(-c2cnc3c(NC=O)cc(-c4ccc(N5CCN(C)CC5)cc4)cn23)c1	10	-12	3	3.3	1	-0.5	-13	-3	-0.5	94

# Next entries follow.
SMILES,ABHD5-PLIN5 inh,m5-HT2A agonist,Granule exo inh,hiPSC survival,H9c2 protect,MC4R barr agon,MC4R antag cAMP,Glyco luc inh,aDG glyco act,ABCB6 inh 2
COc1cccc(/C=C/C(=O)OCC(=O)Nc2ccc3c(c2)OCO3)c1,3,6,-9,0.9,-10,0.7,-1,2,-0.1,99
COc1ccccc1NS(=O)(=O)c1ccc2oc(SC(C)C(=O)N3CCNC3=O)nc2c1 (stereo not drawn),4,-3,11,0.3,-8,0.7,-1,-2,0.0,88
S=c1nc(-c2ccccc2Br)[nH][nH]1,7,2,-6,-0.7,3,2.0,-2,-1,0.0,96
Cc1ccc(CN(C)c2ccc(S(=O)(=O)N3CCCC3)cn2)cc1,-5,-3,2,-0.3,-10,0.2,8,1,0.3,96
CN(CC(=O)Nc1c(Cl)cccc1Cl)CC(=O)N1CCc2ccccc21,-6,7,14,2.5,5,0.8,13,0,-0.1,93
O=C(Nc1ccccc1Br)C1CCN(C(=O)Cc2ccccc2)CC1,2,1,1,-1.1,3,0.1,-2,0,-0.1,91
COC(=O)c1sccc1-n1cccc1C(=O)C(=O)N1CCOCC1,-1,6,0,-0.6,2,-1.1,7,2,0.1,105
COCCN1CCN(C(=O)c2cc(COc3ccc(F)cc3F)on2)CC1,3,4,4,-0.4,1,0.8,-4,2,-0.1,92
Cc1cccc(N2CCN(C(=O)c3cccc(N4CCCC4=O)c3)C(C)C2)c1 (stereo not drawn),9,2,9,-0.1,1,-3.3,-19,13,-0.4,98
COc1cccc(CNS(=O)(=O)c2ccc(N3CCCC3=O)cc2)c1,5,3,-1,-0.3,-7,1.8,0,-1,2.6,100
Nc1nc(SCC(=O)NCCCO)nc2sc3c(c12)CCC3,-5,4,9,11,5,-0.6,2,1,-0.4,100
COc1ccc(NC(=O)NNC(=O)CCC(=O)Nc2ccccc2Cl)cc1,2,1,0,-0.6,0,-0.1,3,0,0.0,106
Cc1ccc(/C=C/S(=O)(=O)NCCC(=O)NCc2ccc(F)cc2)cc1,7,1,0,1.0,-8,-1.3,4,3,-0.2,99
COc1ccc(CC(=O)NCc2nnc(SCCOc3ccccc3)n2C)cc1,-2,4,-2,1.0,-14,-1.7,4,-1,1.2,92
COc1ccccc1N1CCN(C(=O)CCCC2=NS(=O)(=O)c3ccccc3N2)CC1,6,-1,-5,0.1,1,1.4,3,3,-0.1,101
CCCCC[C@H](C)N1C[C@@H](COCc2ccccc2)Oc2cc(N3CC[C@H](O)C3)ccc2S1(=O)=O,4,-2,-6,0.0,·,·,·,·,-0.2,100
COc1cc(/C=C/C(=O)OCC(=O)NC(=O)NC2CCCC2)ccc1OCC#N,-2,-6,1,-0.3,0,3.2,4,1,-0.1,94
CCCCNC(=O)c1[nH]c(C2CCNCC2)nc1-c1cccc(C(F)(F)F)c1,3,-2,-4,·,·,·,·,·,0.1,·
Cc1ccc(C(C(=O)NCC2CCCO2)N(Cc2ccccc2)C(=O)c2ccc(-c3ccccc3)[nH]2)o1 (stereo not drawn),-1,5,4,2.9,6,0.7,11,-2,-0.4,90
C[C@H]1CC[C@]2(O[C@@H](CCO)C[C@@H](O)[C@@H]2O)O1,11,-2,11,-2.0,0,-1.7,1,1,-0.1,100
COc1ccc(CCNC(=O)C2CC2)cc1OC,14,1,5,-0.4,6,-0.4,-6,2,0.2,104
CC(C)NC(=O)C1(C)CN(S(C)(=O)=O)CC(=O)N1Cc1ccc2c(c1)OCO2 (stereo not drawn),2,-1,1,·,·,·,·,·,0.0,·
COc1ccc2[nH]c(C(=O)NCc3ccccc3)c(C)c2c1,-7,-5,-6,2.8,-3,-2.4,7,-6,0.0,97
C=C1CCN([C@@H](Cc2ccccc2)C(=O)Nc2ccc(OC)cc2)S(=O)(=O)c2ccccc21,0,-3,-2,-0.5,-12,3.0,9,0,-0.2,94
C#CCn1c(S(=O)(=O)Cc2ccc(F)cc2)nc(-c2ccccc2)c1-c1ccccc1,-8,1,5,4.4,-16,0.3,12,-16,0.4,104
COCCCNc1nc2c(c(=O)n(Cc3ccc(F)cc3)c(=O)n2C)n1C,3,0,3,-0.5,22,-0.6,13,-2,-0.1,99
CN(C)/C=N/C(=S)Nc1cc(Cl)cc(Cl)c1,-1,-3,9,-0.7,-6,-1.9,-1,-2,0.4,100
Cc1ccc(-c2[nH]c(-c3ccccc3)nc2SCC(=O)NCC2CCCO2)cc1 (stereo not drawn),2,-8,3,1.8,-5,0.4,8,-3,1.2,96
COc1ccc(/C=C2\Oc3cc(OCC(=O)N4CCC[C@H]4C(=O)O)ccc3C2=O)cc1OC,7,4,0,2.8,-5,0.0,-27,-1,-0.1,100
Cc1ccc(C(=O)C2CCN(CC(=O)Nc3ccc(N(C)C)cc3)CC2)cc1,-5,-14,-2,4.2,-11,-1.3,0,-1,0.0,104
OCCC1CN(Cc2cccc3nonc23)CCN1C1CCCCC1 (stereo not drawn),0,1,1,-0.2,6,-0.3,3,0,-0.6,90
CCN(CC)C(=O)CSc1nnc(COc2ccccc2)n1N,10,0,-1,-1.2,0,3.0,2,1,0.4,96
COc1ccc(-c2nn(CCC#N)cc2/C=N/O)cc1OC,2,-1,0,-0.9,6,-3.1,2,0,0.2,91
CC(=O)c1c(C)c[nH]c1C,2,5,2,2.4,22,-0.1,-3,2,-0.1,102
Cc1c(C(=O)N2CCC[C@H]2CO)oc2c(F)cccc12,-3,4,-3,0.3,-3,-0.6,-3,2,0.5,99
CSc1ccccc1OCc1cc(C(=O)NCCCn2nc(C)cc2C)no1,2,-5,-1,-0.4,1,1.2,11,-1,0.5,100
